Screening data deposited in PubChem BioAssay by The Scripps Research Institute Molecular Screening Center.
LYPLA2 inh: LYPLA2 (human) inhibition in PME1 counter-screen; O95372; recombinant LYPLA2, FP-Rh probe fluorescence polarization; inhibition, % at 5.9 µM; hit rate 0.38% among 320,000;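 active = inhibition above the screen-wide mean plus 3 SD, limit set per campaign, cut at about 26% in these data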;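 also: 0% = LYPLA2 with DMSO and 100% = wells lacking LYPLA2 enzyme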
PAFAH1B2 FP inh: inhibitors of human PAFAH1B2; P68402; recombinant PAFAH1B2, FP-rhodamine activity probe, fluorescence polarization; inhibition, % at 3.39 µM; hit rate 1.2% among 340,000;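 active = inhibition above the mean of all tested compounds plus 3 SD, cut at about 24% in these data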;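 also: 0% = enzyme with DMSO and 100% = wells lacking PAFAH1B2; many of its hits are not listed in these tables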
LYPLA1 inh: counter-screen for PME1 inhibitors: inhibitors of human LYPLA1; inhibition, % at 5.9 µM; recombinant LYPLA1, FP-Rh probe fluorescence polarization; hit rate 0.16% among 320,000; AID 2174;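 active = inhibition above the mean of all tested compounds plus 3 SD, set per campaign, cut at about 14% in these data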;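 also: inhibitors block serine hydrolase probe labeling of LYPLA1 so polarization falls; 0% = enzyme with DMSO and 100% = wells lacking LYPLA1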
Target sequence (O75608 whole entry, looked up): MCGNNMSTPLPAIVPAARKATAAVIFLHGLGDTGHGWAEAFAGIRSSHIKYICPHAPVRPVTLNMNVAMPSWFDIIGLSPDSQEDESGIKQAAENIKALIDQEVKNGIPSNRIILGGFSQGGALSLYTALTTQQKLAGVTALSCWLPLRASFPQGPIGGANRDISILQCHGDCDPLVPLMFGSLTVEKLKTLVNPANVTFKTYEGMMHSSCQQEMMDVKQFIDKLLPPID
PAD4 inh: PAD4 (human) enzyme inhibition; inhibition, % at 6.36 µM; hit rate 0.41% among 330,000; recombinant PAD4, RCA probe fluorescence polarization; AID 485272;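 active = percent inhibition above a cutoff equal to the mean of all tested compounds plus 3 SD, cut at about 15% in these data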;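 also: 0% = PAD4 with RCA probe and DMSO and 100% = probe without PAD4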
Target sequence (Q9UM07 whole entry, looked up): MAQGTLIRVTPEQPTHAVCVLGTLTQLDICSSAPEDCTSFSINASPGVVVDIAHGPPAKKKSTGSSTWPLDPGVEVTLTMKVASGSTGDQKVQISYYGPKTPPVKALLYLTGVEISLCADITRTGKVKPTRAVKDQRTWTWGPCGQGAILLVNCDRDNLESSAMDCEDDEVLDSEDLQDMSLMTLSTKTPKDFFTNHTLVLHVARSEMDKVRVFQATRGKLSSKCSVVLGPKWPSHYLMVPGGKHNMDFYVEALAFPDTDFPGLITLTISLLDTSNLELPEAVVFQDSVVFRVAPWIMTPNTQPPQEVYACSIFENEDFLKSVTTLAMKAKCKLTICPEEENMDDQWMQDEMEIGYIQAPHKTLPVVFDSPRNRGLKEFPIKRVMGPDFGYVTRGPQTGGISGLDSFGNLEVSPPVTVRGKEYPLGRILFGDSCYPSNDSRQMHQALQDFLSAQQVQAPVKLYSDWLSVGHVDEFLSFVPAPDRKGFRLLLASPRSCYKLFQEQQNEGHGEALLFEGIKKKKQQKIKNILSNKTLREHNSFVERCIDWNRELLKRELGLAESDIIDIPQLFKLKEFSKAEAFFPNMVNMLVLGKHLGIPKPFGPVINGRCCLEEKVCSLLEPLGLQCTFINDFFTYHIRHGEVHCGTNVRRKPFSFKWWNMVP
pPAFAH FP inh: pPAFAH (human) enzyme inhibition | recombinant pPAFAH, FP-rhodamine probe fluorescence polarization | hit rate 1.5% among 330,000 | inhibition, % at 3.39 µM | Q13093 | AID 463082;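 active = inhibition above the mean inhibition across the screen plus 3 SD, cut at about 25% in these data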;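 also: inhibitors block binding of the rhodamine activity-based probe so polarization drops; 0% = enzyme with DMSO and 100% = wells lacking pPAFAH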
GSTO1 inh: blocks human GSTO1 in RBBP9 counter-screen. recombinant GSTO1, activity-based probe fluorescence polarization. P78417. inhibition, % at 5.96 µM. hit rate 1.1% among 300,000;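 active = inhibition above the campaign mean inhibition plus 3 SD, cut at about 35% in these data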;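 also: 0% = GSTO1-1 with DMSO and 100% = wells lacking GSTO1-1 enzyme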
PAFAH2 FP inh: PAFAH2 (human) inhibition; recombinant PAFAH2, FP-rhodamine activity probe, fluorescence polarization; inhibition, % at 3.39 µM; hit rate 0.99% among 340,000;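 active = inhibition above the mean over all tested compounds plus 3 SD, cut at about 30% in these data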;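 also: inhibitors block probe labeling of enzyme so polarization drops; 0% = enzyme with DMSO and 100% = wells lacking PAFAH2 protein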
PME-1 primary: PME-1 (human) inhibition | Q9Y570 | recombinant PME-1, FP-Rh probe fluorescence polarization | inhibition, % at 5.9 µM | hit rate 0.53% among 320,000 | AID 2130;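 active = inhibition above the campaign mean of all compounds plus 3 SD, cut at about 26% in these data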;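 also: competitive labeling of PME-1 active site by serine hydrolase directed probe; 0% = PME-1 with DMSO and 100% = wells lacking PME-1 enzyme; inhibitors block probe labeling so polarization falls and inhibition rises; many of its hits are not listed in these tables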
PAFAH1B3 inh: PAFAH1B3 (human) inhibition | Q15102 | recombinant PAFAH1B3, FP-rhodamine probe, fluorescence polarization | inhibition, % at 3.39 µM | hit rate 0.28% among 340,000;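 active = inhibition above the screen-wide average of all tested compounds plus 3 SD, cut at about 25% in these data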;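 also: 0% = enzyme with DMSO only and 100% = wells lacking PAFAH1B3 protein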
The depositor's hits bear a star; x = not tested or not shown. Some of the compounds tested; rates above refer to the full screens.

smiles	PAFAH2 FP inh	pPAFAH FP inh	LYPLA2 inh	LYPLA1 inh	GSTO1 inh	PME-1 primary	PAD4 inh	PAFAH1B3 inh	PAFAH1B2 FP inh
CCOc1ccc(NC(=S)NNC(=O)c2ccc(Br)cc2)cc1	6	14	12	0	1	-1	1	1	-1
CC(C)C1=CC2=CCC3C(C)(C(=O)O)CCCC3(C)C2CC1 (configuration not stated) (tested in a mixture with another compound)	x	7	5	3	39*	-1	6	x	x
Cc1ccc(C(=O)Nc2nc(C)c(C)s2)o1	-2	3	3	2	-2	1	2	-2	2
CCOC(=O)C1CCN(C/C=C/c2ccccc2OC)CC1	6	6	4	0	-4	-2	0	6	0
O=C(NN1C(=O)C2C3c4ccccc4C(c4ccccc43)C2C1=O)c1ccccc1 (configuration not stated)	2	1	4	5	-2	-1	-1	5	9
CCN1CCCc2cc(CN(CCN3CCOCC3)C(=S)Nc3ccc(OC)c(OC)c3)ccc21	9	2	2	1	-1	3	-9	0	6
CCOC(=O)CC(NS(=O)(=O)c1ccc(OC)c(OC)c1)c1cccc([N+](=O)[O-])c1 (configuration not stated)	4	-1	4	-3	3	2	2	2	0
CCc1ccc(NC(=O)NCc2ccccn2)cc1	4	7	1	5	-1	3	2	5	3
CN(C(=O)c1nn(C)c2c1CSc1ccccc1-2)c1ccc(F)cc1	8	0	7	0	5	17	0	0	6
CCCCNC(=O)c1onc(CSc2cccc3ccccc23)c1C(=O)O	19	10	-4	0	-68	10	-1	2	19
O=C(CCn1c(=O)sc2ccccc21)NCc1cccs1	12	3	5	0	1	1	4	-1	0
Cc1cc(C(=O)Nc2cnc3ccccc3c2)ccc1[N+](=O)[O-]	-4	1	2	-3	3	4	-1	1	0
C[C@H](CO)N1C[C@H](C)[C@@H](CN(C)C(=O)Nc2ccc3c(c2)OCO3)Oc2c(NC(=O)c3ccncc3)cccc2C1=O	2	0	x	x	x	x	2	8	0
COc1ccc(Cl)cc1NC(=O)c1noc(C)c1[N+](=O)[O-]	6	1	28*	-1	18	3	-1	6	3
CNc1sc(C(=O)c2cccs2)c(N)c1-c1nc2ccccc2s1	-3	14	-3	0	-9	26	-1	5	6
Cc1ccc(S(=O)(=O)N2CCC(C(=O)NCC3CCCCC3)CC2)cc1	-5	5	-1	-1	3	18	3	6	5
CC(C)C(NS(=O)(=O)c1ccccc1)C(=O)N1CCN(C(=O)c2ccco2)CC1 (configuration not stated)	-5	2	-6	2	0	3	1	-6	0
CC1CCCCN1S(=O)(=O)c1csc(C(N)=O)c1 (configuration not stated)	3	2	-22	1	2	-5	1	-5	4
Cc1c(OCC(=O)NCC(O)c2ccccc2)ccc2c3c(c(=O)oc12)CCC3 (configuration not stated)	6	2	3	-3	4	4	-6	8	0
O=C(NCc1ccco1)c1cc([N+](=O)[O-])ccc1Cl	0	1	5	4	-1	0	-2	5	3
COc1ccc(NC(=O)CCOc2ccccc2F)cc1S(=O)(=O)N1CCCCC1	-1	7	x	x	x	x	-4	5	3
CCCN(CC(=O)Nc1ccccc1OC)C(=O)c1cnc(Cl)c(Cl)c1	3	4	1	-1	4	3	1	11	0
CC1=CN2C(=NC(=O)CC2(C)C(=O)N(CC(=O)NC2CCCC2)c2cc(C)cc(C)c2)C=C1 (configuration not stated)	-4	4	1	-1	11	4	-1	6	1
N#Cc1cn(CC(=O)O)c2ccccc12	-1	-7	-5	0	-7	2	-9	3	4
Cc1cc(C)n(-c2ccc(C(=O)OCC(=O)NC(c3ccccc3)c3ccccc3)cc2)n1	3	13	1	2	1	1	4	7	-4
CCCCNc1ncnc2sc3c(c12)CCN(CCC)C3	7	0	-5	-2	8	8	-2	7	-1
O=C(NCc1ccccc1)c1ccc2c(c1)OCCO2	8	-5	6	-3	14	0	2	1	1
CN(C(=O)c1ccncc1)c1ccccc1	6	0	-1	1	-1	-1	0	-3	6
CCC(C)NC(=O)c1ccc(N2CCC3(CC2)OCCO3)c([N+](=O)[O-])c1 (configuration not stated)	-4	-6	3	1	-1	5	-1	3	2
COc1cccc(NC(=O)C2CSC3(C)CCC(=O)N23)c1 (configuration not stated)	2	-1	-13	4	2	-3	4	2	-1
CCn1ncc(C(=O)Nc2ccc(S(=O)(=O)N3CCCC3)cc2)c1C	1	-1	-1	-1	-6	7	-9	3	4
CC(C)CN(C(=O)CSc1nc2ccccc2c(=O)n1C)C1CCS(=O)(=O)C1 (configuration not stated)	10	-2	-7	1	x	2	-3	7	3
Cc1ccc(NS(=O)(=O)c2cc(C(=O)N3CCN(C)CC3)ccc2C)cc1C	2	4	-6	-2	2	-3	-4	8	2
CSCC[C@H](NC(=O)Nc1ccc(S(N)(=O)=O)cc1)C(=O)O	3	1	4	-1	-7	1	-4	7	7
Cc1cnc(C)c(N2CCN(Cc3nc(-c4ccc(C)o4)oc3C)CC2)n1	7	3	6	2	2	-1	-6	12	6
O=C(CCNS(=O)(=O)c1ccc(Cl)cc1)NCc1ccccn1	-1	7	0	-2	4	5	4	2	3
O=C1c2ccccc2C(Nc2ccc3c(c2)OCCO3)N1Cc1ccco1 (configuration not stated)	-1	6	0	1	-6	-1	1	0	1
O=C(CN(c1ccccn1)S(=O)(=O)c1ccccc1)N/N=C/c1cccc([N+](=O)[O-])c1	-1	2	-2	2	1	5	-2	6	-3
CC(C)C(=O)NC(=S)Nc1ccc(S(=O)(=O)NC(C)(C)C)cc1	0	2	7	2	5	0	4	1	4
C=C(C)CNC(=S)N/N=C(\C)c1ccc(Cl)s1	-9	6	-1	2	-5	1	1	7	10
CN(C)/C=C1\C(=O)N(c2ccc([N+](=O)[O-])cc2)N=C1c1ccccc1	-1	4	-1	1	-10	11	-13	2	0
COc1ccccc1/C=C1\SC(=O)N(CCC(=O)N(C)C2CCS(=O)(=O)C2)C1=O (configuration not stated)	-2	13	0	-2	-4	-4	0	4	3
CCC1(c2ccccc2)NC(=O)N(CC(=O)Nc2ccc(N3CCOCC3)cc2)C1=O (configuration not stated)	3	3	x	x	x	x	-4	3	0
COc1ccc(N2CCN(C(=O)CN(C)S(=O)(=O)c3cccs3)CC2)cc1	-9	3	29*	4	1	-8	-1	3	-1
CC(=O)Nc1cccc(/C(C)=N/NC(=S)NC(C)C)c1	6	7	7	-1	-4	-1	-4	2	-3
COc1ccccc1C(=O)NC(=S)Nc1ccccc1N1CCCC1	2	6	-8	-6	40*	-2	4	9	4
Cc1ccccc1C(=O)NCC(c1ccco1)N1CCc2ccccc2C1 (configuration not stated)	3	4	-4	-2	-7	-1	1	-1	-1
COc1ccc(CN2C(=O)CNC2=S)cc1	1	6	2	1	-3	2	-1	9	3
COc1ccccc1C(CNC(=O)C1COc2ccccc2O1)N1CCCC1 (configuration not stated)	-1	2	6	6	x	-3	0	7	-3
Cc1noc(C)c1CSc1nnc2sc3ccccc3n12	1	-2	8	1	3	4	-1	3	0
CCOC(=O)N1CCC(NC(=O)c2ccc(CS(=O)c3ccc(Cl)cc3)o2)CC1 (configuration not stated)	-2	2	6	-2	2	18	0	-2	3
CCc1ccccc1OCC(=O)Nc1ccc(S(N)(=O)=O)cc1	-2	3	-2	-3	-5	3	1	2	0
Cc1nc2scc(-c3ccc(C(C)C)cc3)c2c(=O)n1N	x	1	2	0	5	-2	-1	x	x
Cn1c(=O)c(=O)n(C)c2cc(S(=O)(=O)NCCOc3ccccc3Cl)ccc21	-2	4	1	2	3	4	-6	3	2
COc1ccc(-n2cnc3ccccc32)cc1	-1	3	-2	0	13	0	-3	-1	1
COc1ccc(CCNC(=O)C2CCN(Cc3nc(-c4ccccc4F)oc3C)CC2)cc1OC	-1	-4	-6	-5	-4	-4	-3	1	-7
CCOC(=O)c1c(NC(=O)COC(=O)c2nccnc2N)sc(C(=O)N(C)C)c1C	6	1	2	0	6	-4	5	10	-1
CC1(C(=O)CSc2nc3ccccc3s2)CCC(=O)O1 (configuration not stated)	0	-2	-2	2	3	3	3	-5	7
O=c1ncn(-c2cccc(Cl)c2)c2ccccc12	4	3	6	1	5	0	-4	6	-2
Cc1cc(C)cc(NC(=O)c2ccc(CSc3nnc(C)s3)cc2)c1	-4	-1	3	-5	-7	-3	-1	5	3

Later entries.
smiles	PAFAH2 FP inh	pPAFAH FP inh	LYPLA2 inh	LYPLA1 inh	GSTO1 inh	PME-1 primary	PAD4 inh	PAFAH1B3 inh	PAFAH1B2 FP inh
C=CCn1c(SCC2CCCCO2)nc2sc(CC)cc2c1=O (configuration not stated)	-3	-1	4	6	0	2	3	-2	2
O=C1C(Nc2ccccc2)=CC(c2ccc(O)cc2)N1c1ccccc1 (configuration not stated)	-9	0	5	-1	-4	-4	-18	7	2
Nc1nonc1-n1nnc(C(=O)N/N=C/c2ccc(Cl)cc2)c1-c1ccc2c(c1)OCO2	-3	4	2	1	-1	-9	4	1	-1
Cc1ccc(N(CC(=O)NCCSc2nc3ccccc3s2)S(=O)(=O)c2ccccc2)c(C)c1	-8	-5	-12	-9	-7	-8	-8	1	-5
Cc1ccc(CNC(=O)Nc2ccc(OC(F)(F)F)cc2)n1C	-3	7	-3	-2	4	2	-3	9	5
Cc1ccc(NC(=O)CCn2cccc2)cc1F	0	-1	-2	-2	5	-2	-5	7	7
